APP transl inh – APP translation inhibition; inhibition, % at 2 µM; 0.82% of 190,000 active; SH-SY5Y APP 5'UTR-luciferase reporter, luminescence;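 active means inhibition above a set limit, derived from the sample mean plus 3 SD, cut at about 45% in these data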; further: values of inactives mirror those of a sister screen read the other way
G6PDH counter – L. mesenteroides G6PDH inhibition counter-screen. inhibition, % at 5 µM. 0.12% of 200,000 active. Purified L. mesenteroides G6PDH, diaphorase/resazurin coupled fluorescence, 45 min. AID 1020; in the data active means inhibition above about 50%
STAT1 inh – reduces IFN-gamma driven STAT1 reporter signal. NIH 3T3 STAT1-luciferase reporter, luminescence. inhibition, % at 5.5 µM. 0.35% of 200,000 active. AID 920;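 active means inhibition above a set limit, the mean inhibition across all tested compounds plus 3 SD, cut at about 34% in these data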;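 further: 0% = IFN-gamma with DMSO and 100% = IFN-gamma with 300 µM nifuroxazide; values of inactives mirror those of a sister screen read the other way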
STAT3 act – increases IL-6 driven STAT3 reporter signal. U3A cells, IL-6 STAT3-luciferase reporter, luminescence; 100% = signal with IL-6 EC80 alone. activation (% of control), % at 5.6 µM. 0.91% of 190,000 active. AID 871;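 active means activation above the screen-wide mean of compound activation plus 3 SD, cut at about 130% in these data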;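 further: 0% = background luminescence of wells with medium and substrate only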
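system = STAT3-luciferase reporter U3A cells | reagent = IL-6 stimulus at 33 ng/mL final | timing = 1 h compound pre-exposure, 6 h IL-6 stimulation, 37 °C | measured by = luminescence | evaluation = % activation versus median of IL-6-stimulated wells | control set = IL-6-only wells as 100% reference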
STAT1 activator – increases IFN-gamma driven STAT1 reporter signal | NIH 3T3 STAT1-luciferase reporter, luminescence; 100% = IFN-gamma alone, no compound | activation (% of control), % at 5.5 µM | 2.6% of 200,000 active | AID 932;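 active means activation above the screen-wide mean activation plus 3 SD, cut at about 130% in these data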;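 further: raw ratio to IFN-gamma control signal so 100% means no change and 0% no light; values of inactives mirror those of a sister screen read the other way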
TLR4-MyD88 BLA – inhibitors of human TLR4-MyD88 binding | 0.18% of 200,000 active | AID 861 | inhibition, % at 8.4 µM | O00206+Q99836 | HeLa CL3-4 TLR4/MyD88 BLA complementation, FRET ratio; in the data active means inhibition above about 25%;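 further: 0% = vehicle and 100% = reference inhibitor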
Target sequence (O00206 whole entry, looked up): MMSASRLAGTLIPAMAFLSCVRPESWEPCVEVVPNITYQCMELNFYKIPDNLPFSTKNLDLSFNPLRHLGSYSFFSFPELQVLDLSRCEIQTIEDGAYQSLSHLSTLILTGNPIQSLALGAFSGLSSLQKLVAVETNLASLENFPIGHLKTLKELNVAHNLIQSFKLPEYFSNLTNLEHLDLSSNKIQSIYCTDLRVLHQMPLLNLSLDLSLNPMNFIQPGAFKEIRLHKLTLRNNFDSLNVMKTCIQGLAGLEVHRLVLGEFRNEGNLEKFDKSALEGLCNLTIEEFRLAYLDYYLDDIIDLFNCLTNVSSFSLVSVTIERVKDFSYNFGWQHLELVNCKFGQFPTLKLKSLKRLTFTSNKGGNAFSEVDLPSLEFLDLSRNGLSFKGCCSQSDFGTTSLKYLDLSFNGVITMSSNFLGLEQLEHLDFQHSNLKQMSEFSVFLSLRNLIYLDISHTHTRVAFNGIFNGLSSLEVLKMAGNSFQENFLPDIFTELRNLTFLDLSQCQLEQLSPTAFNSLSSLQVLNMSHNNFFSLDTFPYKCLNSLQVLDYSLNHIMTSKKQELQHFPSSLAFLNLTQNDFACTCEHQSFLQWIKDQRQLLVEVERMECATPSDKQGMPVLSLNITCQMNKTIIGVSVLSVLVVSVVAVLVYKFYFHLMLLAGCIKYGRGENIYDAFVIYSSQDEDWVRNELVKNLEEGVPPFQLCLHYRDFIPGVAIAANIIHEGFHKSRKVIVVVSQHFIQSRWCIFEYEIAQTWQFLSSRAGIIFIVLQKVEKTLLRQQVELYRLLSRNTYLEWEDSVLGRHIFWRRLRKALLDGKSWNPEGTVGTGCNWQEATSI
Target sequence (Q99836 whole entry, looked up): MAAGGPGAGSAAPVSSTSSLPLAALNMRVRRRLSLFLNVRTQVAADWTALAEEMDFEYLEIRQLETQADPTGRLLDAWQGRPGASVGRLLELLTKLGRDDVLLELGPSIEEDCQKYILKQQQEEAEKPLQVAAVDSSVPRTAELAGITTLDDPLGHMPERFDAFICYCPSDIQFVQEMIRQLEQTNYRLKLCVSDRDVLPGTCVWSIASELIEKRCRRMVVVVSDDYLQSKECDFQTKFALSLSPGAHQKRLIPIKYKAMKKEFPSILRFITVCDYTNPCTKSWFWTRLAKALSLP
Diaphorase act – activates diaphorase or chemically reduces, flagging diaphorase assay artifacts; activation factor at 20 µM; AID 1229; 0.005% of 190,000 active; Diaphorase/resazurin coupled assay, resorufin fluorescence, 16 min; active compounds read high; 1 = vehicle wells, 0 = NADH-free wells;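 active means diaphorase activity raised at least twofold by the compound at 20 µM; inactive means activation factor below 2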
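Material: bacterial diaphorase enzyme (C. kluyveri); amount: enzyme 0.07 U/mL final; reagent: NADH substrate 0.114 mM plus resazurin dye 0.1 mM, final; doses: single compound dose of 20 µM, 1% DMSO final; timing: 16 min enzyme reaction, ambient temperature; measured by: fluorescence of resorufin, 544 nm excitation, 590 nm emission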
Diaphorase inh – counter-screen for diaphorase-based assays: diaphorase inhibitors and chemical oxidizers | diaphorase resazurin-to-resorufin fluorescence, NADH, 16 min; bacterial (C. kluyveri) enzyme, not human | inhibition, % at 20 µM | 0.69% of 190,000 active | AID 1217;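 active means primary screen inhibition at 20 µM above a set limit, cut at about 50% in these data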;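 further: plate controls were DMSO with full reaction for no effect and wells lacking NADH for full effect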
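System: Bacterial diaphorase enzyme (C. kluyveri) | Incubation: 16-min room-temperature incubation before reading | Benchmarks: No-NADH positive control and DMSO neutral control | Measured by: Resorufin fluorescence 544/590 nm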
STAT3 inh – reduces IL-6 driven STAT3 reporter signal. U3A cells, IL-6 STAT3-luciferase reporter, luminescence; host cell line lacks STAT1. inhibition, % at 5.5 µM. 0.89% of 190,000 active. AID 862;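 active means inhibition above the mean inhibition across all screened compounds plus 3 SD, cut at about 44% in these data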;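 further: 0% = DMSO only wells and 100% = 100 µM nifuroxazide control wells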
Hsp70 activator – switches on Hsp70 transcription | HeLa Hsp70 promoter luciferase reporter, luminescence; scaled: vehicle 0, proteasome-inhibitor control 100% | activation, % at 10 µM | 0.04% of 200,000 active | AID 1203;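 active means activation above the mean across all tested compounds plus 3 SD, cutoff set per campaign, cut at about 5.5% in these data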;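 further: 100% = MG132 at 30 µM as the positive control and 0% = DMSO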
Active calls of the source: *; . = no result given.

SMILES	APP transl inh	G6PDH counter	STAT1 inh	STAT3 act	STAT1 activator	TLR4-MyD88 BLA	Diaphorase act	Diaphorase inh	STAT3 inh	Hsp70 activator
CC(=O)n1c2ccccc2c2nc(NC(C)C)sc21	-19	1	-6	83	106	-5	0.7	34	24	0.2
O=CC1=C(N2CCOCC2)/C(=C/c2ccc(Cl)cc2)CC1	14	3	6	104	92	-10	0.8	16	5	-0.1
Cc1onc(-c2ccccc2)c1C(=O)c1c[nH]c(C(=O)NCc2ccccn2)c1	-7	5	-2	99	101	18	1.1	-7	3	-0.3
CCC(C)n1c(-c2cccc(S(=O)(=O)N(CC)CC)c2)n[nH]c1=S (centres undefined)	-14	0	1	108	100	9	0.8	21	-3	-0.1
CCCCC(=NCCc1c(C)[nH]c2ccc(OC)cc12)C1=C(O)CC(c2ccccc2)CC1=O (centres undefined)	78*	-2	3	103	96	12	0.8	18	-2	-0.5
COc1ccc(N2CCN(Cc3cc(=O)oc4cc(C)c(Cl)cc34)CC2)cc1	35	4	-11	100	111	6	0.9	8	6	-0.2
CC(C)Oc1ccc(C(CC(=O)N(C)CCC#N)c2ccc(F)cc2)cc1 (centres undefined)	12	9	-4	98	103	-18	0.8	18	0	-0.5
Cc1cc(C)cc(N(CC(=O)O)S(=O)(=O)c2c(C)noc2C)c1	4	-7	-3	99	103	10	0.9	8	6	-0.1
COc1ccc(C(=O)Nc2cc3c(cc2C#N)OCO3)cc1S(=O)(=O)N1CCN(C)CC1	3	-14	-4	98	103	-6	0.9	10	7	0.4
CC(NC(=O)COC(=O)/C=C/c1ccc([N+](=O)[O-])cc1)c1ccccc1 (centres undefined)	-19	1	0	99	100	-8	1	3	-3	-0.6
CCCCC(=O)Nc1cccc(NC(=O)c2ccc3c(c2)OCO3)c1	2	4	2	90	100	-3	1	-3	14	0.0
COC(C(=O)N/N=C(\C)CC(=O)Nc1ccc(N(C)C)cc1)c1ccccc1 (centres undefined)	-1	12	-8	107	106	3	0.9	14	-4	-0.3
Cc1noc(N)c1C(=O)Nc1ccc(C(C)(C)C)cc1	-75	1	-47	99	143*	-14	0.8	16	6	-0.1
O=C(O)CN(c1ccccc1)S(=O)(=O)c1cc(C(F)(F)F)cc(C(F)(F)F)c1	6	-9	-8	101	107	-7	0.9	8	3	-0.5
CCN(CC)S(=O)(=O)c1ccc(NS(=O)(=O)c2ccc(C)c(C)c2)cc1	.	5	-3	97	103	-9	0.8	18	3	-0.2
COc1ccc(N2C(=O)C(=O)/C(=C(/O)c3ccc(C)cc3)C2c2cccnc2)cc1 (centres undefined)	-17	11	-8	88	107	15	1	3	18	-0.1
CS(=O)(=O)NC1c2cccc3cccc(c23)C1N1CCOCC1 (centres undefined)	18	-3	-1	105	101	7	0.9	12	-2	0.0
O=C(CSc1nnc(-c2cccnc2)n1C1CCCCC1)NC1CCCCC1	10	25	2	99	98	7	1.2	-16	4	0.0
COCCCNC(=O)Cn1cc(/C=C(\C#N)C(=O)N2CCN(c3ccccc3)CC2)c2ccccc21	-11	-17	4	102	97	-2	1.1	-7	-6	-0.3
COc1cccc(OCCSc2nnc3sc4ccccc4n23)c1	-3	8	-3	88	103	-6	0.9	8	14	-0.6
Cc1ccc(S(=O)(=O)N(CC(=O)O)c2ccc(Cl)c(C(F)(F)F)c2)cc1	-7	6	5	86	94	0	1	2	24	-0.5
COc1cc(Nc2cc(C)nc3nc(C)nn23)cc(OC)c1OC	-9	20	2	96	99	-6	0.9	11	6	-0.4
Cc1ccc(-c2cc(=O)c3ccc(F)cc3[nH]2)cc1	-29	5	-22	.	122	-1	0.9	12	.	0.5
CC(C)Oc1ccc(C(CC(=O)NCc2ccco2)c2ccccc2)cc1 (centres undefined)	-17	3	2	100	98	-10	0.9	13	1	-0.2
CCNc1nc(SCCOc2ccccc2)nc(N(C)C)n1	-5	-7	-4	87	104	5	0.8	20	18	0.1

Next compounds:
SMILES	APP transl inh	G6PDH counter	STAT1 inh	STAT3 act	STAT1 activator	TLR4-MyD88 BLA	Diaphorase act	Diaphorase inh	STAT3 inh	Hsp70 activator
Cc1ccc2nc3c(cc2c1)CN(Cc1ccco1)C(=NCC1CCCO1)S3 (centres undefined)	18	-33	8	93	93	-13	0.8	24	13	-0.4
COc1ccc(-c2[nH]ncc2/C=N\NS(=O)(=O)c2ccccc2)cc1OC	-9	-2	0	102	100	-10	0.9	10	-5	-0.1
CCOc1ncccc1C(=O)OC(C)C(=O)NC(=O)NC1CCCCC1 (centres undefined)	-8	6	0	105	99	12	0.9	7	-2	-0.5
Cc1cc(/C=C(/C#N)C(=O)Nc2ccc(Cl)cc2)c(C)n1-c1cccnc1	-20	-6	-4	103	104	-15	1	0	-6	0.3
CCOc1ccc(C(C(=O)NC2CCCC2)N(CCCO)C(=O)c2ccc(-c3ccccc3)[nH]2)cc1 (centres undefined)	0	-3	-8	108	109	5	0.8	17	-4	-0.1
COc1ccc(S(=O)(=O)N(C)CC(=O)Nc2ccc3c(c2)OCO3)cc1OC	-7	1	2	107	97	-2	0.9	6	-7	-0.1
CCC(C)(C(=O)NC1CCCCC1)N(C)C(=O)c1ccccn1 (centres undefined)	1	-3	3	98	98	12	0.7	28	9	-0.4
CCC1(c2ccc(F)cc2)NC(=O)N(CC(=O)N2CCOCC2)C1=O (centres undefined)	-16	1	2	103	98	-16	0.9	12	4	-0.2
COC(=O)CN1C(c2ccccc2)=Nc2ccc(Cl)cc2C1c1ccccc1 (centres undefined)	-9	16	9	105	92	-14	0.8	25	1	0.2
CCOc1cc(/C=C(/C#N)c2ccc(F)cc2)ccc1OCc1ccc(C(=O)O)o1	-14	-8	15	99	85	-4	0.9	12	7	-0.3
CCOC(=O)C(C(=O)OCC)C(C(=O)OCC)N1CCOCC1 (centres undefined)	2	1	-4	101	103	-14	1	2	1	-0.3
CC1(C)Cc2c(oc3ncn4ncnc4c23)CO1	7	2	10	104	90	-2	0.8	24	0	-0.1
Cn1c(=O)c2c(ncn2Cc2cccc(Cl)c2)n(C)c1=O	6	4	10	87	91	-8	1.1	-10	18	0.0
O=C(NC1CCCC1)C1CC(c2ccc(F)cc2)=NO1 (centres undefined)	-15	6	-15	98	113	4	1	1	5	0.1
COc1cc(CCC(=O)OCC(=O)Nc2c(C)cccc2C(C)C)cc(OC)c1OC	-15	4	-10	100	109	-13	0.9	9	-1	0.2
CCc1ccc(C(=O)COC(=O)C(CCSC)NC(=O)C23CC4CC(CC(C4)C2)C3)cc1 (centres undefined)	-3	2	-5	106	104	8	0.9	6	-5	-0.3
CSc1nc2ccc(N3C(=O)C4CCCCC4C3=O)cc2s1 (centres undefined)	-15	3	-5	106	104	11	0.9	13	-2	0.1
Cc1ccc(CNC(=O)CSCc2ccc(F)cc2)cc1	-5	-1	-4	97	102	13	0.8	19	9	0.1
O=C(CN1CCN(Cc2ccc3c(c2)OCO3)CC1)Nc1ccc2c(c1)OCCO2	16	5	4	102	96	5	0.9	11	2	-0.4
COC(=O)C1(CCSC)NC(c2ccccc2F)C2C(=O)N(c3ccc4c(c3)OCCO4)C(=O)C21 (centres undefined)	1	1	-7	103	107	3	1	4	5	0.0
COc1ccc(NC(=O)N2CCCCC2c2cccnc2)cc1 (centres undefined)	-9	-3	-5	103	104	-3	0.9	6	-1	-0.2
Cc1cccc(S(=O)(=O)N2CN(Cc3ccco3)c3nc4ccccc4nc32)c1	13	2	-2	110	103	8	0.7	27	-1	0.1
CCOC(=O)N1CCC(Nc2c(-c3ccc(C)c(C)c3)c(=O)c2=O)CC1	-4	6	2	111	98	-1	1	1	-7	1.0
N#Cc1c(NC(=O)CCCC(=O)O)sc2c1CCCCC2	46*	9	-16	100	115	7	1	0	8	0.1
Cc1ccc(S(=O)(=O)Nc2nc3ccccc3nc2N2CCN(c3ccccc3F)CC2)cc1	-9	4	-1	100	101	-10	0.8	19	5	-0.1

Just APP transl inh, for two of the compounds above:
| Structure | APP transl inh |
| --- | --- |
| CCOC(=O)C(C(=O)OCC)C(C(=O)OCC)N1CCOCC1 (centres undefined) | 2 |
| CC1(C)Cc2c(oc3ncn4ncnc4c23)CO1 | 7 |

Remaining list, next part:
SMILES	APP transl inh	G6PDH counter	STAT1 inh	STAT3 act	STAT1 activator	TLR4-MyD88 BLA	Diaphorase act	Diaphorase inh	STAT3 inh	Hsp70 activator
COc1ccccc1N/C=C1/Sc2cc(Cl)ccc2NC1=O	-3	-7	-7	79	107	0	0.8	23	31	-0.2
CNC(=S)N/N=C/c1cn(Cc2c(F)cccc2Cl)c2ccccc12	-6	-3	9	96	92	7	0.8	25	8	0.1
CCCCOc1ccc(CN2CCCCC2)cc1	-6	14	0	101	100	-7	0.9	15	3	-0.5
COc1ccc(CC(=O)NCc2nnc(SCc3ccc([N+](=O)[O-])cc3)n2C)cc1	-9	14	-2	99	99	-14	0.9	8	2	0.3
COC(=O)Cc1ccc(N(Cc2ccccc2F)S(=O)(=O)c2ccc(C)cc2)cc1	20	7	14	98	87	-11	1	3	5	-0.4
CC(C)N1C(=O)CCC1C(=O)N1CCCc2ccccc21 (centres undefined)	12	7	-1	107	101	-9	0.9	8	-3	-0.3
COc1ccccc1CNn1c(-c2cccc(C)c2)nc2ccccc2c1=O	10	11	8	100	93	0	0.9	11	1	-0.6
Cc1cc(CCN2CCC(=O)NC2=S)ccc1OC(C)C	1	-2	3	90	98	7	0.9	9	17	-0.6
CCOC(=O)C1=C(C)C(c2ccc(OC)cc2OC)NC(=O)N1 (centres undefined)	7	9	4	99	96	4	0.9	7	8	-0.2
COc1cc(C(=O)Oc2cc(C)cc(C)c2)cc(OC)c1OC	-2	8	1	98	103	-7	0.8	20	4	-0.2
Cc1ccccc1-c1nc2cc(N)ccc2o1	-63	4	-45	88	141*	3	0.8	19	20	-0.2
Cc1ccc(S(=O)(=O)/C(C#N)=C/c2c(N3CCN(C)CC3)nc3ccccn3c2=O)cc1	-7	9	-2	103	102	0	0.9	7	-1	-0.4
O=C(C/C=N\O)Nc1ccc(Oc2ccccc2)cc1	-8	4	-9	101	105	-10	0.9	10	0	-0.4

Already shown: 4 of the compounds above.
SMILES	APP transl inh	G6PDH counter	STAT1 inh	STAT3 act	STAT1 activator	TLR4-MyD88 BLA	Diaphorase act	Diaphorase inh	STAT3 inh	Hsp70 activator
COc1cc(C(=O)Oc2cc(C)cc(C)c2)cc(OC)c1OC	-2	8	1	98	103	-7	0.8	20	4	-0.2
Cc1ccccc1-c1nc2cc(N)ccc2o1	-63	4	-45	88	141*	3	0.8	19	20	-0.2
Cc1ccc(S(=O)(=O)/C(C#N)=C/c2c(N3CCN(C)CC3)nc3ccccn3c2=O)cc1	-7	9	-2	103	102	0	0.9	7	-1	-0.4
O=C(C/C=N\O)Nc1ccc(Oc2ccccc2)cc1	-8	4	-9	101	105	-10	0.9	10	0	-0.4

Screening data from PubChem.
